Runt-SMMHC FRET – blocks binding of human RUNX1 Runt domain to CBFb-SMMHC; actives 0.74% (n = 220,000); Cerulean-Runt/Venus-CBFb-SMMHC FRET ratio 530/480, 1 h; inhibition, % at 20 µM; AID 1434; Q01196+Q13951;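 active = mean inhibition across duplicate retests at 20 µM reaching about 50%, limit read from the data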;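 also: 0% = DMSO wells and 100% = wells with excess untagged CBFb-SMMHC; inhibitors lower the FRET ratio by blocking Runt binding to CBFb-SMMHC; some results filed as inactive read as strong as hits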
Target sequence (Q01196 whole entry, looked up, the tested form may be a part): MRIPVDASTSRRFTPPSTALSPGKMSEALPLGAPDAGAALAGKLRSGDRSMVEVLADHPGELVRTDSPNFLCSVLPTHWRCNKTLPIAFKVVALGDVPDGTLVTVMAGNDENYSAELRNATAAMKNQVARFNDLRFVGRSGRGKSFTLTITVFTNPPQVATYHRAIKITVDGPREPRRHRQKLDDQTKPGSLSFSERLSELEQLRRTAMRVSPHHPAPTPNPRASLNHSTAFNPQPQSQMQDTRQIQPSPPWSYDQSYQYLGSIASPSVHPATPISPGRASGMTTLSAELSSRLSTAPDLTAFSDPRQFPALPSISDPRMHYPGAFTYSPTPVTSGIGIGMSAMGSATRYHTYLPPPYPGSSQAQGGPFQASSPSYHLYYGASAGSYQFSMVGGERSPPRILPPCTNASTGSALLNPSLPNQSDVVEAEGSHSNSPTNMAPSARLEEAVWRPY
Target sequence (Q13951 whole entry, looked up, the tested form may be a part): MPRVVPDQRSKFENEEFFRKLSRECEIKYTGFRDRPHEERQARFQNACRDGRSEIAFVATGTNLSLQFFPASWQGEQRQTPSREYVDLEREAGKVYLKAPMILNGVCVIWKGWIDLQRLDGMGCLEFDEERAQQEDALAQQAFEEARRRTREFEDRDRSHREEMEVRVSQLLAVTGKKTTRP
PPC-1+TRAIL kill – PPC-1 cancer cell killing with TRAIL present; AID 1443; PPC-1 cells + TRAIL, ATPLite viability luminescence; cell killing (% activity), % at 4 µM; actives 0.41% (n = 220,000);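 active = cell killing above 50% in the first pass at 4 µM, then a duplicate retest at 5 µM averaging 50% or more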;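 also: plate controls were cells with TRAIL plus DMSO for no effect and medium-only wells lacking cells for full effect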
NCF1 inh – inhibitors of human p47phox binding | P14598 | p47phox/p22phox peptide binding, fluorescence polarization, 2 h | inhibition, % at 24.7 µM | actives 0.53% (n = 220,000);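 active = inhibition above about 30%, limit read from the data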;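 also: 0% = p47phox with labelled peptide and 100% = labelled peptide alone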
Target sequence (P14598 whole entry, looked up): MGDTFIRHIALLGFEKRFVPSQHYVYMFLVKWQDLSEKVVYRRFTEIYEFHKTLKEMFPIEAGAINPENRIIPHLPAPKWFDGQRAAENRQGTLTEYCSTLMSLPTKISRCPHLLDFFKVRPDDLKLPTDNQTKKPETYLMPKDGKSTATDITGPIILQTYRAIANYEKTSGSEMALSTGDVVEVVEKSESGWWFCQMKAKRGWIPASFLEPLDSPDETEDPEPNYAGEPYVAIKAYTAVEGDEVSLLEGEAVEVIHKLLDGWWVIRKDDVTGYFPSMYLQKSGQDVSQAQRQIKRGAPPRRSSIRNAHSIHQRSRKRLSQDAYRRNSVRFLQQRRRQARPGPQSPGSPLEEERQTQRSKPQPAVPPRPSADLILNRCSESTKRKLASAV
TRPML3 agonist – agonists of human TRPML3 channel; Q8TDD5; HEK293 TRPML3-YFP, Fluo-8 calcium fluorescence; 100% = the carbachol control signal; activation, % at 3 µM; actives 0.29% (n = 220,000); AID 1448;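 active = activation above its plate's cutoff, the mean activation of the plate's test wells plus 3 SD, cut at about 12% in these data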;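 also: 0% = DMSO only wells and 100% = carbachol wells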
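Material: TRPML3-YFP stable HEK293 cells | Dosing: One concentration, 3 µM nominal, 0.3% DMSO | Timing: 125 s total fluorescence read per well | Technique: Fluo-8 calcium dye fluorescence, ex 470-495, em 515-575 nm | Measure: Percent activation from peak-to-basal fluorescence ratio, scaled between DMSO and carbachol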
CHOP inhibitor – inhibitors of CHOP induction in ER stress response. CHO-K1 CHOP-promoter luciferase, tunicamycin-induced, 15-18 h. inhibition, % at 10 µM. actives 3.8% (n = 220,000);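 active = compounds that reduced the stress-induced luciferase reporter signal by more than about 70% of percent inhibition, limit read from the data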;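 also: 0% = tunicamycin plus vehicle and 100% = wells without tunicamycin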
TNF death inh – TNF-alpha cell death inhibition in Jurkat FADD-/- cells; activation (protection from cell death), % at 10 µM; Jurkat FADD-/- TNF necroptosis rescue, ATP luminescence, 24 h; 0 = TNF only, 100 = no-TNF cells; actives 0.068% (n = 220,000);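 active = activation, meaning protection from cell death, of at least 50% relative to plate controls; inactive = activation below 50%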;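 also: necroptosis triggered by 40 ng/mL TNF-alpha added together with compound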
EBV gp42 inh – blocks Epstein-Barr virus glycoprotein 42 binding. Fluorescence polarization binding assay, mP read-out. inhibition, % (tested at 21.74 µM). actives 0.42% (n = 220,000). AID 1085; in the data active = inhibition above about 50%
Mdm2 ligase inh – inhibitors of human Mdm2 E3 ubiquitin ligase; Q00987; cell-based MDM2 ubiquitination luciferase reporter, 2 h; 0 = plate control, 100 = twice control, blank-subtracted; signal enhancement, % at 5 µM; actives 0.11% (n = 210,000); AID 1230;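 active = signal enhancement of 30% or more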;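 also: luminescence tracks abundance of the self-degrading MDM2-luciferase fusion protein; higher signal means inhibition of MDM2 E3 ligase activity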
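Assay system: mammalian cells stably expressing self-ubiquitinating, self-degrading MDM2 E3–luciferase fusion. Quantity: 2000 cells in each well. Medium: DMEM culture medium. Compound dosing: single-point 5 µM. Timing: cell settling 4 h, compound treatment 2 h, both 37 °C. Technique: luciferase luminescence. Read-out basis: percent signal gain over controls, blank-subtracted. Benchmarks: plate controls and plate blanks.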
TRPN1 ag – agonists of zebrafish TRPN1 channel; activation, % at 3 µM; actives 0.18% (n = 220,000); HEK293 zebrafish TRPN1-YFP, Fluo-8 calcium fluorescence; 100% = response to 87 µM carbachol;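 active = activation above its plate's cutoff, the mean activation of test wells on that plate plus 3 SD, cut at about 19% in these data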;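 also: 0% = DMSO alone and 100% = 87 µM carbachol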
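Control set: carbachol 87 µM as high control, DMSO as low control; system: HEK293 stable line with zebrafish TRPN1-YFP; read-out: % activation versus carbachol response; detection: intracellular calcium fluorescence with Fluo-8; doses: single test compound dose, 3 µM nominal, 0.3% DMSO; schedule: dye 1 h 37 °C plus 30 min RT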
Numbers without * were called inactive; . = not tested or not shown.

Order of results – Runt-SMMHC FRET	PPC-1+TRAIL kill	NCF1 inh	TRPML3 agonist	CHOP inhibitor	TNF death inh	EBV gp42 inh	Mdm2 ligase inh	TRPN1 ag
> Cc1ccc(Cl)cc1N(CC(=O)N1CCCCCC1)S(C)(=O)=O
→ 1.6	-9.5	-4.5	0.4	14.8	0.7	-13.2	-9.3	-0.4
> COc1ccc(CNC(=O)C(NC(C)=O)C(=O)Nc2ccc(C(C)C)cc2)cc1 (centres undefined)
→ 1.0	9.1	4.3	0.5	-6.3	2.0	-6.8	-11.6	-1.5
> C/C(=N/NC(=O)Cc1c(C)[nH][nH]c1=O)c1ccc(O)cc1
→ -3.1	4.0	-14.9	0.7	9.3	0.3	2.3	-7.7	0.5
> COc1ccccc1OCCOCCn1cnc2ccccc2c1=O
→ -4.0	21.0	-10.4	0.4	-3.0	-1.1	-28.8	3.4	0.2
> COC(=O)c1ccc(C2C(C#N)=C(C)NC3=C2C(=O)CC(C)(C)C3)cc1 (centres undefined)
→ 80.7*	-18.4	-7.0	0.0	10.6	0.5	4.8	14.2	0.1
> COc1ccc(CNC(=O)C2CC(c3ccccc3C(F)(F)F)=NO2)cc1 (centres undefined)
→ -0.6	3.5	-14.4	.	6.4	1.6	-4.7	6.8	.
> Cc1snc2sc(C(=O)c3ccc(F)cc3)c(N)c12
→ -33.2	21.3	-9.6	0.6	-8.8	-0.1	-7.9	.	-1.0
> CC(C)(C)c1[nH]nc2c1C(c1cccnc1)C(C#N)=C(N)O2 (centres undefined)
→ -2.9	20.8	5.2	0.4	-4.8	0.5	-13.2	-25.6	1.7
> CC(=O)N=C1SC2CS(=O)(=O)CC2N1c1ccccc1Cl (centres undefined)
→ -0.5	3.3	0.0	1.1	18.8	0.7	6.8	-3.5	1.3
> CN(C)C=NC(=O)c1cc(C(=O)c2ccccc2)c[nH]1
→ -2.2	-0.5	0.7	1.2	10.2	-1.2	7.0	-14.8	1.5
> COc1ccc(-c2nnc3ccc(SCC(=O)NCc4ccco4)nn23)cc1OC
→ -2.3	11.8	-13.7	-0.5	36.0	-0.7	-15.9	-22.9	0.9
> Cc1oc(-c2ccccc2)cc1C(=O)NC1CCN(Cc2ccccc2)CC1
→ -0.1	-1.4	-8.8	0.4	8.8	3.0	-10.2	-14.0	2.5
> O=C1NC[C@@H](Cc2ccc(O)cc2)N(CC2CCCCC2)C1=O
→ -0.5	-2.1	-8.5	.	-8.3	1.3	-10.4	-2.9	.
> CC1Oc2ccccc2OC1C(=O)Nc1ccccn1 (centres undefined)
→ 2.6	19.3	-1.6	0.3	32.5	7.0	-9.9	-6.0	0.6
> CCCCc1c(O)nc2ccccn2c1=O
→ 1.4	1.1	-5.2	0.6	12.5	2.2	1.2	-3.8	-0.2
> COc1cc(C2CC(=O)Oc3c2c(=O)n(C)c2ccccc32)cc(OC)c1OC (centres undefined)
→ .	.	-11.8	0.3	20.2	1.0	-13.3	-3.8	0.7
> Nc1cc(=O)[nH]n1C1CCCC1
→ -3.3	20.8	-3.7	0.9	7.9	-0.5	-3.4	0.0	0.7
> CC1=NC(=O)C(N=Nc2cccc(C(=O)O)c2)N1c1ccccc1 (centres undefined)
→ 7.2	19.7	-12.9	0.9	21.6	0.0	-26.1	-9.0	-0.1
> CCCCOC(=O)CCc1c(C)n[nH]c1C
→ -2.5	-4.8	-4.8	0.2	11.3	3.0	-5.9	-12.3	0.2
> O=C(CCCn1c(=O)[nH]c2ccsc2c1=O)NCc1cccs1
→ -6.3	19.8	-2.6	0.4	-11.3	0.7	-13.3	-7.9	0.8
> O=C1NCC(c2ccccc2)C1C(=O)N/N=C/c1ccc(Cl)s1 (centres undefined)
→ -0.1	6.0	-2.5	15.2*	11.9	1.3	-12.4	-0.6	2.5
> CCN(CC)CCNc1nc2c(c(=O)[nH]c(=O)n2C)n1CC(O)COc1ccc(Cl)cc1Cl (centres undefined)
→ -3.9	15.5	1.1	0.4	37.5	-0.5	-19.5	-1.6	0.9
> CN(C)c1ccc(/C=N/NC(=O)C2COc3ccccc3O2)o1 (centres undefined)
→ 1.1	21.2	-9.2	0.2	-4.8	0.3	-7.5	5.9	1.7
> CCOC(=O)c1c(C)[nH]c(C(=O)CN2C(=O)NC(C)(c3ccc4ccccc4c3)C2=O)c1C (centres undefined)
→ 3.0	25.9	-67.9	0.5	28.2	-6.6	-9.9	-7.7	0.7
> COc1ccc(/C=N/n2cnc3scc(-c4cccs4)c3c2=O)cc1OC
→ -30.3	15.0	4.3	0.8	16.1	-4.2	3.4	-2.9	0.1
> COc1ccc(OC)c(-c2cc(C(=O)Nc3cccc(Cl)c3)no2)c1
→ 3.4	19.4	-13.9	-0.3	57.0	1.7	-18.3	-14.7	2.1
> Cc1ccc(-n2nnc3c(=O)n(CC(=O)OCc4ccccc4)cnc32)cc1
→ -0.2	-1.4	-5.5	-0.1	62.8	-0.1	-4.4	-13.4	0.0
> Cc1cc(-c2n[nH]c(=S)n2Cc2ccco2)nn1C
→ 4.1	8.7	-0.2	0.2	-1.9	0.6	-10.8	-0.1	-0.1
> COc1ccc(-c2nn(-c3ccccc3)cc2C(=O)O)cc1OC
→ -0.2	8.5	-1.5	0.1	13.3	0.5	-8.8	-18.9	-0.8
> O=C(COc1cc(O)c2c(=O)c3ccccc3oc2c1)OCc1ccccc1
→ -4.7	2.8	-1.3	0.2	13.5	0.7	-2.0	.	0.7
> CCC(=O)NC1=C(NC(C)c2ccccc2)C(=O)c2ccccc2C1=O (centres undefined)
→ -7.1	8.6	-0.9	0.7	3.1	-1.2	-8.9	-14.2	-0.4
> CCCCOP(=O)(c1ccc(N(C)C)cc1)C(O)c1ccncc1 (centres undefined)
→ 1.2	24.4	-24.7	0.7	-31.6	-1.9	-0.4	-19.2	0.0
> CC(=O)NNC(=S)Nc1cc(S(=O)(=O)N(C)C)ccc1C
→ 0.1	18.5	-13.8	1.0	-15.6	1.0	-19.4	9.5	0.4
> C=CCNC(=O)C1CCN(c2c([N+](=O)[O-])cc(C(F)(F)F)cc2[N+](=O)[O-])CC1
→ 0.3	18.2	-0.7	0.9	40.9	-3.5	-7.9	-20.5	0.6
> Cc1nc2ccccn2c1C(=O)OCC#N
→ -3.9	-6.2	0.5	0.4	9.2	0.1	-5.2	-6.3	0.2
> O=C(c1ccccc1Cl)N(C(=O)c1ccccc1Cl)c1nccc(-c2cccs2)n1
→ -0.1	-0.6	-16.4	0.3	27.9	-5.9	-14.2	-1.4	-0.6
> Cc1ccc(NCCc2ccc(C)nc2)cc1
→ 0.6	6.2	-17.7	0.2	18.8	-1.4	-15.5	.	-0.2
> Cc1ccc(NC(=O)/C(Cl)=C/c2ccccc2)cc1C
→ 2.1	10.7	-4.2	-0.1	44.0	0.3	-1.3	-46.5	-1.6
> O=C(O)COc1ccccc1/C=N/NC(=O)CSc1nnc(SCc2cccc3ccccc23)s1
→ -18.0	-2.4	-30.5	0.7	2.3	-7.5	-7.5	-14.7	2.0
> CCOC(=O)C1CCN(CC(=O)Nc2cc(S(=O)(=O)N3CCOCC3)ccc2C)CC1
→ 2.0	5.8	-1.4	1.2	-22.1	0.4	-12.8	-6.7	1.2
> CCOC(=O)CS(=O)(=O)c1nc(-c2ccc(F)cc2)cc(C(F)(F)F)n1
→ 11.4	8.9	-6.1	1.6	.	-8.2	-17.4	10.5	1.9
> COc1cc(CNCCN2CCOCC2)ccc1OCc1c(Cl)cccc1Cl
→ -1.1	36.7	-6.0	0.8	-16.3	1.9	-11.2	-12.3	0.8
> Cc1ccc(C(C[N+](=O)[O-])n2nc(C)cc2C)cc1 (centres undefined)
→ -5.3	9.4	-1.9	0.8	-28.1	-1.6	-12.9	3.0	-0.7
> CC(=O)Nc1ccc(NC(=O)CSc2ncnc3c2cnn3Cc2ccccc2)cc1
→ 0.8	10.1	0.6	0.6	13.5	3.6	-0.6	-1.2	1.5
> O=C(CCN1C(=O)c2ccccc2C1=O)NCCC1=CCCCC1
→ -1.2	.	-0.3	0.1	-27.9	-0.5	-4.1	-6.6	2.5
> O=C(O)[C@H](CSCc1ccccc1)NS(=O)(=O)c1ccc(F)cc1
→ -7.1	27.3	10.1	0.2	-17.6	1.0	-7.4	-9.2	0.2
> Cc1cccc2nc(CSc3nc4[nH]ncc4c(=O)n3-c3cccc(Cl)c3)cc(=O)n12
→ -3.0	3.8	-7.5	1.1	69.9	-10.7	5.4	-23.6	3.1
> CCOC(=O)c1c(NC(=O)C2CCCO2)sc2c1CCC2 (centres undefined)
→ 4.7	27.8	-3.1	-0.1	46.6	-0.3	3.0	1.7	-1.9
> COc1ccccc1NC(=O)COc1ccc(C(=O)OCC(=O)N(C(C)C)C(C)C)cc1OC
→ -3.6	20.8	-10.7	1.1	23.1	-0.6	-8.3	2.2	-0.4
> Cc1ccc(C)c(Cn2c(=O)n(CCCC(=O)NCc3ccco3)c(=O)c3sccc32)c1
→ 1.6	12.5	-15.2	0.5	34.6	-1.6	-3.1	3.8	-0.9
> COc1ccc(C2=NN(C(=O)CSc3nc4ccccc4s3)C(c3ccc(F)cc3)C2)cc1 (centres undefined)
→ 4.0	-1.8	-3.7	0.8	15.3	2.0	-23.9	.	0.1
> CCCCCC(=O)Nc1cccc(C2=NOC3(C2)C[C@@H](C(N)=O)N(C(=O)CC(c2ccccc2)c2ccccc2)C3)c1 (some centres undefined)
→ -0.6	18.3	-14.2	.	37.8	-1.2	-5.9	-6.3	.
> CCCCCCCCCCCC(=O)NC1CCS(=O)(=O)C1 (centres undefined)
→ -7.8	-5.1	1.7	0.2	5.0	1.5	-1.7	-15.1	-0.1
> Cc1cc(=O)n2c(C(=O)Nc3ccc(C(=O)OC(C)C)cc3)c(C(=O)Nc3ccccc3)sc2n1
→ -1.7	-14.0	-14.2	0.8	96.0*	-0.1	-7.2	2.0	1.4
> Cc1ccccc1NC(=O)CNc1ccccc1N1CCCCC1
→ .	.	-6.0	-1.5	89.1*	-5.3	-4.6	-12.0	-1.5
> COc1cccc(N2CCN(Cc3nc4ccccc4c(=O)[nH]3)CC2)c1
→ -1.2	18.4	-15.2	-0.8	-2.3	-1.1	-18.7	-6.1	0.7
> COC(=O)CNc1c(-c2ccccc2)nc2ccc(Br)cn12
→ -7.1	30.3	-18.8	-0.5	-37.0	-3.2	-18.8	-13.9	-0.2

Source: PubChem
